Bioassay records (PubChem BioAssay)
HCV NS3 hel inh = inhibitors of Hepatitis C virus NS3 helicase. NS3 helicase DNA unwinding, Cy5 molecular beacon fluorescence. 0.56% of 290,000 active. inhibition, % at 10.9 µM;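 active = inhibition above the mean of all tested compounds plus 3 SD, set per campaign, cut at about 35% in these data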;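 note: 0% = DMSO wells and 100% = thioflavine S control wells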
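System: Hepatitis C virus NS3 helicase domain fragment enzyme | Reagent: Annealed dual-labelled DNA beacon duplex, ATP-started | Compound dosing: 10.9 µM single point, 0.8% DMSO | Incubation: 1 h reaction at 25 °C, ATP-initiated | Technique: Cy5 fluorescence | Evaluation: Percent inhibition from t60/t0 fluorescence ratio | Benchmarks: Low DMSO, high thioflavine S at 110 µM | Replication: Singlicate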
CRFBP-R2 block = CRF-BP/CRF-R2 complex antagonism; HEK293 CRF-R2/CRF-BP, CRF-induced calcium fluorescence; inhibition, % at 11.8 µM; 0.59% of 350,000 active; AID 588475;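 active = inhibition of the ligand-induced calcium signal above about 50% at the single tested concentration, limit read from the data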
UBC9 SUMO inh = blocks human SUMOylation mediated by UBC9 | P63279 | HTRF SUMOylation assay, SAE1/SAE2 + UBC9, in vitro | inhibition, % at 35 µM | 0.36% of 290,000 active; in the data active = inhibition above about 50%, passing the limit was not always enough; note: strong numbers were not always called active
IDE act = activators of human insulin-degrading enzyme in cells; P14735; 0.073% of 340,000 active; activation, % at 5.96 µM; HEK cells, FAbeta-B cleavage, fluorescence polarization; 0% vehicle, 100% cell-free pure enzyme wells; AID 493087;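 active = activation above the mean of all tested compounds plus 3 SD, set per screening campaign, cut at about 17% in these data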
IMP-1 inhibitor = inhibitors of Pseudomonas aeruginosa IMP-1 metallo-beta-lactamase. purified IMP-1, nitrocefin hydrolysis, epi-absorbance fluorescence. inhibition, % at 5.6 µM. 0.45% of 290,000 active;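 active = inhibition above the mean plus 3 SD of all compounds in the same screening run, cut at about 4.5% in these data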;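 note: 0% = IMP-1 with DMSO and 100% = DMSO wells lacking enzyme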
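System – purified recombinant IMP-1 beta-lactamase · Input – IMP-1 dispensed at 0.2 nM · Timing – 15 min preincubation plus 25 min reaction at 25 °C · Signal – Epi-absorbance fluorescence, 480 nm excitation, 530 nm emission · Measure – percent IMP-1 inhibition derived from blank-referenced optical density · Controls – Enzyme-plus-DMSO low control, enzyme-free DMSO high control · Replication – singlicate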
VIM-2 inh = inhibitors of Pseudomonas aeruginosa VIM-2 metallo-beta-lactamase. purified VIM-2, nitrocefin hydrolysis, epi-absorbance fluorescence. inhibition, % at 5.6 µM. 0.89% of 290,000 active. AID 1527;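 active = inhibition above the mean of all tested compounds plus 3 SD, cutoff set per screening run, cut at about 7.5% in these data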;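 note: red hydrolysis product quenches plate fluorescence so inhibitors raise well fluorescence; 0% = enzyme with DMSO and 100% = DMSO without enzyme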
GalR3 antagonist = blocks the human galanin receptor 3; HEK293 GalR3-CNG cAMP membrane potential fluorescence; galR3 body fused to GalR1 C-terminus; inhibition, % at 3 µM; 0.44% of 360,000 active;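 active = inhibition above the screen-wide average plus 3 SD, cut at about 13% in these data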;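 note: forskolin and galanin both at EC90 stimulate the cells; cAMP rise reported by CNG channel membrane potential dye signal; 0% = forskolin plus galanin with DMSO and 100% = forskolin alone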
pCIP destab = p/CIP protein destabilization | Q05BA5 | F442A p/CIP-EGFP cells, EGFP fluorescence, 16 h | decrease of EGFP signal, % at 10 µM | 0.01% of 290,000 active | AID 1984;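 active = EGFP signal decrease of at least 30% at 10 µM or well 3 SD below plate mean, unless failing retest; inactive = the rest, including hits failing retest or dose response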; note: some compounds called inactive have numbers as strong as hits; many of its hits are not listed in these tables
Target sequence (Q05BA5 1-1403): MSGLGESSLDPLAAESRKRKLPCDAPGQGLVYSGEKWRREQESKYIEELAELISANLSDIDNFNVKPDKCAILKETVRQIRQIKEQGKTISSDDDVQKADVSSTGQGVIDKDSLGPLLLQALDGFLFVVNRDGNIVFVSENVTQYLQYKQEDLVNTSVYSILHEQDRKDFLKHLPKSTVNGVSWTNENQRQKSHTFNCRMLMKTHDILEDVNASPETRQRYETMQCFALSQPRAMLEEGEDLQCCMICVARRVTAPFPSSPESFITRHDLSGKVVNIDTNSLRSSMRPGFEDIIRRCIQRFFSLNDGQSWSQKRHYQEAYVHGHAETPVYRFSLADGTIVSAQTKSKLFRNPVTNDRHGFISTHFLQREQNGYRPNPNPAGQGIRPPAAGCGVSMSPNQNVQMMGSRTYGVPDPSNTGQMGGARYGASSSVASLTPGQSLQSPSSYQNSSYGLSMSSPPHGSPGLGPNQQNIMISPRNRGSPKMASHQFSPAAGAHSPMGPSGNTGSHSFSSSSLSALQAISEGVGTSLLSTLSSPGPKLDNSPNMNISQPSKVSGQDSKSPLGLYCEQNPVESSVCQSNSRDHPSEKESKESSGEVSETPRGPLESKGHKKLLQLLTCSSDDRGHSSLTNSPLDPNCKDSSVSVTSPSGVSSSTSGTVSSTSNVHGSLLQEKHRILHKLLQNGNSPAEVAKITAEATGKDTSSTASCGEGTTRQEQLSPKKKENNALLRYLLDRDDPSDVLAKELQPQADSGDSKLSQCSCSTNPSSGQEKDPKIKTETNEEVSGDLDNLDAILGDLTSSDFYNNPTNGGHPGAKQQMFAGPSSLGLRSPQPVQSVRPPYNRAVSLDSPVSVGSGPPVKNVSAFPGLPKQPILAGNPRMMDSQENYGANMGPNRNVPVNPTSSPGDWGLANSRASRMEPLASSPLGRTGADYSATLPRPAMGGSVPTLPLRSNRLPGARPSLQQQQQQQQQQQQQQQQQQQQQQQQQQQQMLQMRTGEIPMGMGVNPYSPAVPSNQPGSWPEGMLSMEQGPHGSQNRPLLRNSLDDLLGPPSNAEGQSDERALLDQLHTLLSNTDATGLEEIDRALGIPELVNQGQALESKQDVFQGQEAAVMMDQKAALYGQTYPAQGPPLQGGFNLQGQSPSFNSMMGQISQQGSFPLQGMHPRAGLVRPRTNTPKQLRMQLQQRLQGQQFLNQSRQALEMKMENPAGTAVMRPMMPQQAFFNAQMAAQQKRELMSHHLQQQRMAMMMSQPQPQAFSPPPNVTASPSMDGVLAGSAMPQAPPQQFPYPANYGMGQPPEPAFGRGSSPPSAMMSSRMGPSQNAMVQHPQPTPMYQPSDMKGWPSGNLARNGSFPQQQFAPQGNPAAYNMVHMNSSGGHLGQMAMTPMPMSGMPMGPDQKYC
IDE cell inh = inhibitors of human insulin-degrading enzyme in cells. AID 434962. HEK cells, FAbetaB cleavage, fluorescence polarization. inhibition, % at 5.59 µM. P14735. 0.41% of 320,000 active;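 active = percent inhibition above the average of all tested compounds plus 3 SD, set per screening campaign, cut at about 16% in these data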;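 note: IDE supplied by intact live HEK cells; FP after avidin binding of uncleaved biotin substrate so inhibition keeps polarization high; 0% = DMSO wells and 100% = 60 µM reference IDE inhibitor Ii1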
An asterisk follows results filed as active; x = not tested or not shown.

SMILES | HCV NS3 hel inh | CRFBP-R2 block | UBC9 SUMO inh | IDE act | IMP-1 inhibitor | VIM-2 inh | GalR3 antagonist | pCIP destab | IDE cell inh
O=C(NCc1ccc2c(c1)OCO2)c1cc2c(s1)CS(=O)(=O)C2 | 8 | -9 | 14 | 1 | -1.0 | -1.7 | 8 | -11 | 0
CSc1ccc(S(=O)(=O)NC(C)c2ccccc2)cc1 (centres undefined) | -10 | 14 | 16 | x | -3.2 | -2.4 | -3 | -20 | -1
Cc1ccc(C(=O)NCCCN2CCN(CCCNC(=O)c3ccc(C)cc3)CC2)cc1 | x | -6 | x | -1 | x | x | 0 | x | 3
Cc1cc(NC(=O)c2ccc(Cn3nc(C)c(Br)c3C)o2)no1 | 2 | -22 | 17 | 1 | -2.1 | -3.1 | -4 | -5 | 3
O=C(O)CCCNC(=O)Cc1ccccc1 | 1 | -10 | -6 | -2 | -2.4 | -0.4 | -1 | -4 | -2
Cc1cc(C)c2c(c1)/C(=c1/sc3n(c1=O)CN(c1ccccc1)CN=3)C(=O)N2 | 0 | -1 | 27 | 8 | -2.6 | 0.1 | 0 | 2 | 1
Cc1ccc(C(=O)NC2(C(Cl)Cl)N=C(c3ccccc3)N=C2N)cc1 (centres undefined) | 5 | -2 | 6 | 6 | -2.5 | -3.8 | -5 | 10 | 4
Cc1ccccc1NS(=O)(=O)c1ccc(C(=O)N2CCCCCC2)cc1 | x | -19 | x | 3 | x | x | -6 | x | -1
Nn1c(SCC(=O)N2CCCc3ccccc32)nncc1=O | -7 | -3 | 4 | 5 | -3.0 | -4.0 | 5 | -3 | -2
O=C(CCN1C(=O)/C(=C\c2ccccc2)SC1=S)NNC(=O)c1ccccc1O | -6 | -16 | 42 | 0 | -0.3 | -1.9 | -8 | -5 | -7
COc1cc(C(=O)Nc2ccc3nc(N4CCN(C)CC4)cc(C)c3c2)cc(OC)c1OC | -24 | -2 | 35 | 5 | -0.8 | -0.4 | -7 | 2 | 5
CC(C)C(NC(=O)C(C)N1C(=O)c2ccccc2C1=O)c1ccccc1 (centres undefined) | 2 | 0 | -8 | 6 | -0.9 | -1.5 | -9 | 11 | -5
Fc1cccc(C2NC(=S)NC3=C2N2CCC3CC2)c1 (centres undefined) | -4 | 15 | 29 | 7 | -1.4 | -2.5 | -6 | -14 | -1
O=C(NNC(=O)c1cccc(S(=O)(=O)N2CCN(c3ccccc3)CC2)c1)c1ccc(Cl)cc1 | 1 | 36 | 12 | 4 | -1.9 | -2.2 | -13 | 2 | -2
CCCOc1ccccc1C(=O)NCCCC(=O)O | -1 | 7 | -16 | 4 | -1.4 | -1.5 | -1 | 0 | -1
COc1ccc(OC)c2c(N3CC(C)OC(C)C3)cc(C(F)(F)F)nc12 (centres undefined) | 4 | -10 | x | 1 | 0.4 | 2.4 | -4 | x | -3
Cc1cc(C(=O)N/N=C/c2cccnc2)c2ccccc2n1 | -3 | 28 | 16 | 5 | 0.8 | -1.2 | -8 | -5 | 0
Cc1cc(NC(=O)COC(=O)C2CCCN2C(=O)c2cccs2)no1 (centres undefined) | 2 | -3 | 22 | 1 | -2.3 | -2.9 | -6 | -9 | -4
Cc1ccc(N(CC(=O)NCc2ccc(F)cc2)S(=O)(=O)c2cccs2)cc1 | 2 | 11 | 2 | 5 | -0.9 | -2.7 | -2 | 9 | 4
COc1ccccc1N1CCN(C(c2ccccc2)c2nnnn2CCc2ccccc2)CC1 (centres undefined) | 0 | 20 | -12 | 8 | -0.9 | -2.3 | -6 | -12 | 1
CCOC(=O)C1CCN(CCC(=O)Nc2ccc(C)cc2)CC1 | -1 | -16 | -3 | 3 | -0.9 | 0.8 | -2 | 7 | -1
CCn1c(=O)c([N+](=O)[O-])c(N2CCN(Cc3ccc4c(c3)OCO4)CC2)c2ccccc21 | -16 | 43 | 2 | 12 | -2.5 | -2.6 | -7 | -10 | -2
O=C(NCCc1ccccc1)C1CCN(c2ncccn2)CC1 | 8 | -3 | 14 | 0 | -2.9 | -2.0 | 3 | 7 | 9
O=C(NCC(c1cccs1)N1CCOCC1)c1cc(S(=O)(=O)N2CCOCC2)c(Cl)cc1Cl (centres undefined) | x | -2 | x | -5 | x | x | -5 | x | 3
CC1CC(C)CN(C(=O)C(C)N(C)CC(=O)Nc2ccc(F)cc2)C1 (centres undefined) | x | 8 | x | 2 | x | x | -7 | x | -3
Cc1cc(C)c(O)c(C2(O)C(=O)c3ccccc3C2=O)c1 | 18 | 14 | -3 | 1 | -2.7 | -1.1 | 2 | -26 | -2
COc1cccc(C(=O)CSc2nccn2C)c1 | -6 | 9 | -1 | 0 | -0.7 | 1.9 | -9 | -5 | 3
COc1cc(/C=N/NC(=O)CNc2n[nH]c(=O)[nH]c2=O)ccc1O | -5 | 39 | 2 | 4 | -2.9 | -2.2 | 0 | 1 | -3
CC(=O)Nc1ccc(S(=O)(=O)N2CCN=C2C)cc1 | 2 | 9 | 9 | 10 | -5.3 | -1.4 | 8 | -2 | 2
CCCN(Cc1ccccc1)C(=S)Nc1cccc(C(F)(F)F)c1 | 14 | -8 | -7 | 0 | 0.3 | -1.1 | -7 | -7 | 1
COc1ccc(S(=O)(=O)NCCc2ccc(F)cc2)cc1 | -9 | 1 | -3 | 7 | -8.2 | -6.2 | -3 | -5 | 0
Cc1nc(-c2nnc(SCC(=O)Nc3cc(Cl)cc(Cl)c3)n2C)cs1 | -49 | 6 | -1 | 1 | -2.4 | -4.2 | -4 | 4 | 6
Cc1nc(CS(=O)(=O)c2ccccc2)cc(N2CCOCC2)n1 | 0 | -5 | 23 | 1 | -2.1 | -2.5 | 1 | -12 | -2
C#CC(CC)(CC)NC(=O)c1ccc(Br)s1 | 4 | 4 | 20 | -6 | -2.3 | -2.2 | -3 | -14 | -1
O=C(COC(=O)CCCOc1ccc(Cl)cc1Cl)Nc1cccc(Cl)c1 | -1 | -3 | -16 | -1 | 1.9 | -0.6 | -5 | -2 | -2
C/C(Nc1cccc(F)c1)=C(/C#N)C(N)=O | 0 | 2 | -2 | 2 | -4.2 | -2.2 | -3 | 4 | -4
O=C(c1ccccc1)N1CCN(C2CC3CCC2C3)CC1 (centres undefined) | -5 | 3 | 22 | 3 | -3.0 | -2.9 | 6 | -2 | 4
COc1ccc2cc(-c3[nH]ncc3CN3C[C@@H]4CCC[C@H]3C4)ccc2c1 | -20 | -37 | 8 | 3 | -3.2 | -2.7 | -3 | -5 | 2
CC(Sc1nc(NC(C)(C)C)nc(N(C)C)n1)C(=O)Nc1ccccc1 (centres undefined) | 2 | -4 | 6 | 1 | -2.4 | -1.3 | 0 | 5 | 0
CCc1nnc(SCC(=O)Nc2ccc(F)cc2)o1 | 1 | 5 | 9 | -1 | -4.2 | -4.4 | 2 | -8 | 4
Cc1nc2cc(N=NC3=C(O)CCCC3=O)ccc2s1 | 0 | -10 | -12 | 0 | -3.0 | -1.5 | -7 | -9 | -1
COc1ccc(C)cc1S(=O)(=O)Nc1ccc2c(c1)OCO2 | -4 | 5 | -4 | 1 | -2.7 | -4.6 | -2 | 6 | 3
NC(=O)[C@@H]1CC2(CC(c3cccc(NC(=O)[C@@H]4CCC(=O)N4)c3)=NO2)CN1C(=O)Cc1ccc([N+](=O)[O-])cc1 (some centres undefined) | x | 13 | -4 | 0 | x | x | -5 | -1 | -8
CCn1cc(C(=O)N2CCn3c(nc4ccccc43)C2)c(=O)c2ccc(C)nc21 | -3 | -5 | 16 | 3 | -4.3 | -2.3 | 2 | -2 | 5
CCC(CC)NC(=O)COn1nnc2ccc(S(=O)(=O)N3CCOCC3)cc21 | x | 10 | x | 1 | x | x | -4 | x | -3
O=C(CCc1nnc(-c2ccc(-c3ccccc3)cc2)o1)NCCc1ccccn1 | 4 | 5 | 9 | -20 | -1.2 | -3.6 | -2 | -24 | 16
CCCNS(=O)(=O)c1ccc(OCC(=O)Nc2ccc3c(c2)OCCO3)cc1 | -9 | 7 | -8 | -1 | -3.3 | -1.6 | -4 | -8 | 0
COc1cc(OC)nc(Oc2ccc(N)c(C)c2)n1 | -6 | 22 | 15 | 5 | -2.9 | -2.1 | -8 | -8 | 6
CC(C)(C)OC(=O)N1CCC2(CC1)Oc1ccc(Cl)cc1C(=O)C21CC(c2ccc(Cl)cc2)=NO1 (centres undefined) | x | 6 | x | 5 | x | x | -2 | x | -4
O=C(NCCC(=O)N1CCN(S(=O)(=O)c2ccc(F)cc2)CC1)Nc1ccccc1 | x | -3 | x | 1 | x | x | -4 | x | 3
CCN(CC)c1ccc(C(=O)N/N=C(\C)c2cccnc2)cc1 | 2 | -9 | 15 | 0 | -2.7 | -2.3 | 4 | 4 | 3
NNC(=O)c1nc[nH]c1C(=O)Nc1ccccc1 | -8 | 3 | -17 | 1 | -6.4 | -3.5 | -12 | -5 | 11
O=C(Cn1cnc2ccccc21)NCCCN1CCOCC1 | 0 | 14 | 20 | 2 | -1.8 | -3.7 | -5 | -6 | 11
O=C(Nc1cccc(Cl)c1)OCc1cncs1 | -1 | 0 | -36 | -4 | -0.7 | -3.5 | -2 | 1 | -2
NC1=NC(c2cn(-c3ccccc3)nc2-c2cccs2)n2c(nc3ccccc32)N1 (centres undefined) | -51 | -27 | -5 | 1 | 4.9* | -1.1 | -5 | 10 | -5
CC(C)CC(=O)Nc1ncnc2c1C(=O)CC(C)(C)C2 | 14 | -2 | -10 | -4 | -1.6 | 0.1 | -7 | 23 | -5
O=C1N2CCSC2=NC1(Nc1ccccn1)C(F)(F)F (centres undefined) | 3 | -7 | -21 | 2 | -3.9 | -3.0 | 1 | 12 | -3
O=C1c2ccccc2C(=O)C12OC(c1ccccc1)C1(C(=O)c3ccccc3C1=O)C2c1cccc([N+](=O)[O-])c1 (centres undefined) | 1 | x | -13 | x | -2.7 | -2.1 | -10 | 0 | x
O=C(CNC(=O)c1ccc(Br)o1)Nc1cccc(S(=O)(=O)N2CCCC2)c1 | x | 10 | x | 3 | x | x | -2 | x | -1
CC(=O)Nc1ccc(N2CCOCC2)c(C(=O)Nc2cccc(C)c2)c1 | 4 | 19 | -15 | 3 | -1.9 | -2.4 | -6 | 2 | 0
COC(=O)CNC(=O)C1CCN(S(=O)(=O)c2cccc3nsnc23)CC1 | -2 | 10 | 6 | 1 | 0.1 | -1.3 | -7 | -2 | -2

One compound at a time, as listed above. Order of screens: HCV NS3 hel inh	CRFBP-R2 block	UBC9 SUMO inh	IDE act	IMP-1 inhibitor	VIM-2 inh	GalR3 antagonist	pCIP destab	IDE cell inh
O=C1N2CCSC2=NC1(Nc1ccccn1)C(F)(F)F (centres undefined) is entered as 3	-7	-21	2	-3.9	-3.0	1	12	-3
O=C1c2ccccc2C(=O)C12OC(c1ccccc1)C1(C(=O)c3ccccc3C1=O)C2c1cccc([N+](=O)[O-])c1 (centres undefined) is entered as 1	x	-13	x	-2.7	-2.1	-10	0	x
